Compound activity from PubChem BioAssay.
mHTT CaM bind: mutant huntingtin-calmodulin interaction inhibitors – biochemical, AlphaScreen, primary screen; P42858; AlphaScreen His-mHTT/GST-CaM binding, luminescence; inhibition, % at 15 µM; actives 3.6% (n = 190,000); AID 1671202, 2021;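 further: 0% = both proteins with DMSO and 100% = one protein alone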
Pf apPOL inh: Pf-apPOL inhibitors, biochemical, fluorescence | Plasmodium falciparum apicoplast DNA polymerase (apPOL) | Recombinant Pf-apPOL, molecular beacon fluorescence, 1.5 h | inhibition, % at 10 µM | actives 0.25% (n = 210,000)
Starred values were filed as active, the others as inactive; i = inactive; · = no result given; & = joins results of further samples. No stated cut-off is given here; in the data, active means inhibition above about 50%; inactive means the rest.

Sequence of screens: mHTT CaM bind, Pf apPOL inh
CC(=O)c1cc2c(cc1NC(=NS(=O)(=O)c1ccc(C)cc1)c1ccc(Cl)cc1)OCO2
→ -1, 3
Cc1ccccc1N(CC(=O)N1CCN(C(c2ccccc2)c2ccccc2)CC1)S(C)(=O)=O
→ 19, -9
N#C/C(=C\c1ccc(-c2cc([N+](=O)[O-])ccc2Cl)o1)C(=O)Nc1ccccc1C(=O)O
→ 25, -3
Cc1noc(COC2CCCN(C(=O)NCc3ccccc3)C2)n1 (configuration not stated)
→ -19, -6
COc1ccc(-n2nc(C(=O)NCC(=O)NCc3cccnc3)c3ccccc3c2=O)cc1
→ -1, -6
FC(F)(F)c1cccc(-c2nnc(-c3ccc(Oc4cc(Cl)cc(Cl)c4)o3)o2)c1
→ ·, 0
CCc1nc2c(NC(=O)CCOC)cccn2n1
→ 2, -3
O=C(Nc1ccc(F)c(Cl)c1)N1CCCC1c1nc(-c2ccc(F)cc2F)no1 (configuration not stated)
→ -21, -3
CCCCCn1c(=N)c(S(=O)(=O)c2ccc(Cl)cc2)cc2c(=O)n3cccc(C)c3nc21
→ -4, 2
Oc1ccc(Cl)cc1C1=NNC(c2ccccc2F)C1 (configuration not stated)
→ 54*, -6
COc1ccc(C(=O)COc2ccccc2N2C(=O)C3C4C=CC(C5CC45)C3C2=O)cc1 (configuration not stated)
→ 13, -2
O=C(c1cccs1)N1CCC(n2c(-c3ccco3)nc3cccnc32)C1 (configuration not stated)
→ 4, 1
CCn1ccc2c(cc(C(=O)Nc3cccc(C(F)(F)F)c3)n2C)c1=O
→ -7, -3
COC[C@H]1CCCN1c1cccc2c1S(=O)(=O)N1CC[C@H](C1)O2
→ -6, -3
Cc1cc(C)n2nc(SCC(=O)NCCN3CCOCC3)nc2n1
→ 8, -13
CCC(Oc1ccccc1)C(=O)Nc1ccc(F)cc1 (configuration not stated)
→ -20, 1
CSc1nc2ccccc2c(=O)n1Cc1ccccc1
→ -20, -11
CC(=O)Nc1cc(-c2nc3cc(Cl)cc(Cl)c3o2)ccc1C
→ -2, 0
CC(=O)NCc1csc(C2CCN(C(=O)c3cccc(Cl)c3)CC2)n1
→ 8, -1
Cc1ccc2ncccc2c1[N+](=O)[O-]
→ ·, 3
CCOc1ccc2nc(NC(=O)c3ccc([N+](=O)[O-])c(C)c3)sc2c1
→ 0, -4
O=C(c1ccc(F)cc1)N1CCC(CCNS(=O)(=O)c2ccccc2)CC1
→ 37, 3
Cc1nc2nc(SCC(=O)NC3CC3)nn2c(C)c1Cc1ccccc1Cl
→ 9, 7
CC(c1cccnc1)N(CCN(C)C)C(=O)Nc1ccccc1 (configuration not stated)
→ -5, -10
Cc1ccc(CNC(=O)c2nnn(-c3ccc(OC(F)(F)F)cc3)c2N)cc1
→ -2, 3
Cn1c(=O)c(C(=O)NCc2ccco2)cc2cccnc21
→ 8, 4
O=C(NC1(C(=O)NC2CCCCC2)CCCCC1)c1ccc(=O)[nH]c1
→ -1, 1
CCN(CC)S(=O)(=O)c1ccc(Cl)c(C(=O)Nc2nncs2)c1
→ 2, 3
Cc1ccc(C2=C(c3ccccc3)C(=O)C(c3ccccc3)=C2c2ccc(Cl)cc2)cc1
→ ·, -4
CC(C)Cn1c(=O)c2c(ncn2Cc2ccc(F)cc2)n(-c2ccccc2)c1=O
→ 7, 2
CC(=O)N1c2ccc(S(=O)(=O)N3CCCCC3C)cc2CC1C (configuration not stated)
→ 21, -4
Cc1nc(C(C)C)c(Cc2ccc(F)cc2)c(N2CCN(S(C)(=O)=O)CC2)n1
→ -1, -4
Cc1cc(OCC(=O)Nc2ccc(Cl)cc2F)nc(N2CCC(C)CC2)n1
→ -5, 0
Cc1ccc(-c2cc(C(=O)N3CCC(NC(=O)c4ccccc4F)CC3)[nH]n2)c(C)c1
→ 5, -6
CN(C)S(=O)(=O)Oc1cc2sc(=O)oc2cc1Cl
→ 19, -5
O=C(OCCOc1ccc(Cl)cc1Cl)c1ccccc1Cl
→ ·, -5
O=C(COc1ccc(Cl)cc1)N1CCC(N2CCCCCC2)CC1
→ 11, -4
COc1ccc(-c2nc(C)cc(C)c2CNC(=O)C2CC2)cc1
→ -11, -8
Cc1ccc(CNc2oc(-c3ccccc3)nc2C#N)cc1
→ 6, -5
COCCN1C(=O)C(CC(=O)Nc2ccc(C(=O)O)cc2)SC1=Nc1ccccc1 (configuration not stated)
→ -5, -1
CN(CC(=O)N1CCOCC1)c1nc(C2CC2)nc2c1CCC2
→ -5, 2
COc1cc(C(=O)NC2CC(C)CC(C)(C)C2)cc(OC)c1OC (configuration not stated)
→ -2, 2
Cc1ccc([N+](=O)[O-])cc1S(=O)(=O)NC(CC(=O)O)c1ccc(F)cc1 (configuration not stated)
→ 3, -8
CC(C)=CCOc1ccc2c(-c3cc4ccccc4oc3=O)cc(=O)oc2c1
→ -2, 1
O=C(COc1ccccc1)NC(c1ccccc1)c1cc(Cl)c2cccnc2c1O (configuration not stated)
→ 100*, -2
COc1ccc(Cl)cc1NC(=O)C(=O)O
→ -2, 1
O=C(CCC1CCCCC1)NC1CCCC1
→ -12, -7
N#Cc1ccccc1NC(=O)C(=O)NCCc1ccco1
→ 5, 4
Cc1cc(C)c2nc(Nc3nc(CSc4nc5ccccc5[nH]4)cc(=O)[nH]3)nc(C)c2c1
→ -11, 8
Cn1c(=O)c2c(nc3n(Cc4ccco4)c(-c4ccc(Cl)cc4)cn23)n(C)c1=O
→ -1, -2
COc1ccc(Cl)cc1N1C(=O)CSC1c1ccc(Cl)cc1 (configuration not stated)
→ 23, 0
COc1ccc(-n2nc3c(c2NC(=O)c2cccc(OC)c2OC)CS(=O)(=O)C3)cc1
→ -2, -4
CCCCOc1cc(C)nc(N2CCOCC2)n1
→ -13, -1
O=S(=O)(C1CC1)N1CCCC(OCc2nc(C3CC3)no2)C1 (configuration not stated)
→ -8, 1
COc1ccc(CC(=O)NCCN2CCN(S(C)(=O)=O)CC2)cc1OC
→ -19, -2
CN(C)CCN(Cc1ccco1)C(=O)c1noc2c1CCCCC2
→ 2, 0
CCc1ncn2ccn(Cc3cccc(C#N)c3)c(=O)c12
→ -4, 0
CCN1C(=O)CC(C(=O)Nc2ccccc2F)SC1=Nc1ccc(F)cc1 (configuration not stated)
→ -3, -1
Cc1c(N=Cc2ccccc2)c(=O)n(-c2ccccc2)n1C
→ -3, -6
CCc1ccc(NC(=O)CN(c2ccc(OC)c(OC)c2)S(C)(=O)=O)cc1
→ 5, 0

Further structures follow.
Sequence of screens: mHTT CaM bind, Pf apPOL inh
Cc1ccc2c(c1)NC(=O)C(CC(=O)N1CCN(c3ccc(Cl)cc3)CC1)CO2 (configuration not stated)
→ 13, -3
N#Cc1cccc(C(=O)NCC2(c3ccccc3)CCCOCC2)c1 (configuration not stated)
→ 5, 6
COC(=O)C(C)Sc1nnc(-c2c[nH]c3ccccc23)n1-c1ccc(F)cc1 (configuration not stated)
→ -12, -10
O=C(Nc1ccccc1I)c1ccc(OCc2ccccc2)cc1
→ -12, -4
CCOC(=O)C1C2C=CC3(CN(C(c4ccccc4)c4ccccc4)C(=O)C13)O2 (configuration not stated)
→ -8, 0
COc1ccc(C(=O)C=Cc2ccc(OC)cc2OC)c(O)c1
→ 6, -4
COc1ccc(S(=O)(=O)Nc2cccc(Cl)c2)cc1OC
→ -6, 3
CCOC(=O)c1c(C(C)(C)C)oc2ccc(OCC)cc12
→ -26, -2
CCOC(=O)C(Oc1ccc2c(c1)OC(=Cc1cc(OC)c(OC)c(OC)c1)C2=O)c1ccccc1 (configuration not stated)
→ -15, -6
CC(C)N1CC=C2C(C#N)=C(N)C(C#N)(C#N)C(c3ccccc3Cl)C2C1 (configuration not stated)
→ 14, 4
COc1ccc(-c2ccc3nc(N4CCC(C(=O)NC(C)C)CC4)sc3n2)cc1
→ 14, -5
O=C(Nc1cc2cccc([N+](=O)[O-])c2oc1=O)c1ccccc1
→ 1, 14
CN(C)c1nc2c(c(=O)n(C)c(=O)n2C)n1CC(=O)c1cccs1
→ 2, -1
C=CCNC(=O)Cn1cnc2c(cnn2CCO)c1=O
→ -16, -2
Cc1ncc(CO)c2cc(C(N)=O)c(=Nc3ccc([N+](=O)[O-])cc3)oc12
→ 4, 8
CC(=O)Nc1ccc(NS(=O)(=O)c2cc(-c3n[nH]c(=O)c4ccccc34)ccc2C)cc1
→ 24, -1
O=c1[nH]c(=O)n(Br)c(=O)n1Br
→ 5, 4
Cc1ccccc1NC(=O)c1csc(-c2ccc(N3CCCC3)nc2)n1
→ -11, -3
CCOC(=O)Cc1csc(NS(=O)(=O)c2ccccc2)n1
→ ·, 1
CC12CCC(C(=O)O)(C(Br)C1=O)C2(C)C (configuration not stated)
→ -4, 3
Cc1nc2cc(NC(=O)Cc3csc(NC(=O)c4ccc(=O)[nH]c4)n3)ccc2s1
→ 59*, 9
O=C1C(SCCO)=C(SCCO)C(=O)c2ccccc21
→ ·, -2
CC1(C)CCCC2(C)C1CCC(C)(O)C2CCC(C)(O)C1CO1 (configuration not stated)
→ ·, -4
COc1ccc(NC(=O)c2nc(C(C)C)oc2C)cc1Cl
→ -14, 9
COc1c2ccoc2nc2c(OC)c(O)ccc12
→ 6, 6
CC(C)(CO)NC(=O)NC12CC3CC(CC(C3)C1)C2
→ -1&-2, -46&-6
CCCCC(=O)N1CCC2(CC1)NC(=O)c1cc(F)c(F)cc1N2
→ -3, -1
c1ccc2c(c1)ccn1nnnc21
→ ·, -2
O=C(Oc1ccc2c(c1)OC(=Cc1cccs1)C2=O)c1ccc([N+](=O)[O-])cc1
→ 1, -10
CCC1CCCCN1CCCNC(=O)c1c(O)nc2cc(C)ccn2c1=O (configuration not stated)
→ -3, -6
Cc1cc(C2CCCN2C(=O)NC(C)C)on1 (configuration not stated)
→ -6, 0
CC(C)NC(=O)c1cnn2c(C(F)(F)F)cc(-c3ccc(Br)cc3)nc12
→ 1, -10
COC(=O)c1ccccc1OC1OC(COC(C)=O)C(OC(C)=O)C(OC(C)=O)C1OC(C)=O (configuration not stated)
→ 1, 2
COc1ccc(Cl)cc1NC(=O)c1cc(S(=O)(=O)N2CCCCCC2)ccc1F
→ -4, 37
O=C(CC(=O)NNC(=O)c1ccc(F)cc1)NNC(=O)c1ccc(F)cc1
→ ·, 9
Cc1cc(O)cc2c1C(=O)C(=Cc1ccco1)O2
→ 14, 16
COc1cc(Cl)c(C)cc1NC(=O)c1cc(S(=O)(=O)N2CCCC2)ccc1F
→ 4, 23
O=C(Nc1ccc(F)cc1)N1CC2CN(S(=O)(=O)c3ccccc3)CC(C1)O2
→ 5, 1
O=C(CCN1CCCCC1)NCC1OCCc2ccccc21 (configuration not stated)
→ 0, 4
O=C(CSc1nc2ccccc2[nH]1)Nc1ccc(S(=O)(=O)Nc2ccccn2)cc1
→ 6, -1
O=C(CCCC(=O)N/N=C/c1cccs1)N/N=C/c1cccs1
→ i, ·
O=C(Cc1cccs1)N1CCN(c2ncnc3c2CCC3)CC1
→ -2, -3
O=C(c1ccc(OCC2CCCN(C(=O)c3ccccc3)C2)cc1)N1CCCC1 (configuration not stated)
→ 11, 0
Cc1cccc(CNc2nnc(-c3nnc(C)o3)c3ccccc23)c1
→ 29, -3
Cc1ccc(NC(=O)CCCc2ccccc2)cc1C
→ -28, -3
CC(=O)Nc1ccc2c(c1)CC(C(=O)NCc1ccc(F)cc1)CO2 (configuration not stated)
→ 4, -5
O=C(CSc1nnc(SCC(=O)NCCSCc2ccco2)s1)NCCSCc1ccco1
→ ·, 92*
C=CSc1sc(Cl)c(N2CCC3(CC2)OCCO3)c1[N+](=O)[O-]
→ 67*, 5
CCCCC(=O)Nc1cc(Cl)ccc1OC
→ -14, 4
O=C(Nc1ccccc1)NC1CCCCCCC1
→ 0, 0
COc1cccc(C2C(C#N)=C(N)OC3=C2C(=O)CC(c2ccccc2)C3)c1OC (configuration not stated)
→ 20, -6
O=S(=O)(NCCCn1ccnc1)c1cc(Cl)ccc1Cl
→ -3, ·
C[n+]1noc([O-])c1-c1ccccc1
→ -9, ·
CC(C)Cc1ccc(C(C)C(=O)ON=C(N)c2ccc(Cl)cc2)cc1 (configuration not stated)
→ ·, 2&1
CC(C)(C)N=C(NS(=O)(=O)c1ccc(F)cc1)c1ccccc1
→ -4, 5
COCCCNC(=O)c1nnn(-c2cc(C(F)(F)F)ccc2Cl)c1-c1cccnc1
→ -8, -3
Cc1ccc(N=Cc2ccc([N+](=O)[O-])cc2[N+](=O)[O-])cc1
→ 12, -3
CN(Cc1cn(CC2CCCCC2)nn1)S(=O)(=O)c1ccccc1Br
→ -15, -4
O=C(C1CCCO1)N1CCc2nc(-c3ccc(Cl)cc3)ncc2C1 (configuration not stated)
→ 0, -5
Cc1cccc(NC(=O)C2CCN(c3c(C#N)cnc4ccccc34)CC2)c1
→ -2, 2

(cont.)
Sequence of screens: mHTT CaM bind, Pf apPOL inh
O=C(N/C(=C/c1ccc2c(c1)OCO2)C(=O)N1CCOCC1)c1ccco1
→ 1&2, 3&-6
O=C(CN1CCN(c2cccc(Cl)c2)C1=O)NCc1cccnc1
→ -12, -8
CCOc1ccc(S(=O)(=O)N(C)CCO)cc1-c1nc2c(C(C)(C)C)nn(C)c2c(=O)[nH]1
→ 24, -2
CC(=O)c1cccc(NC(=O)C2CCCN(c3nccc(C)n3)C2)c1 (configuration not stated)
→ 3, -4

4 of the compounds above, field by field:
> Cc1ccc2ncccc2c1[N+](=O)[O-]
  mHTT CaM bind = ·
  Pf apPOL inh = 3

> COc1ccc(Cl)cc1N1C(=O)CSC1c1ccc(Cl)cc1 (configuration not stated)
  mHTT CaM bind = 23
  Pf apPOL inh = 0

> Cc1ccccc1NC(=O)c1csc(-c2ccc(N3CCCC3)nc2)n1
  mHTT CaM bind = -11
  Pf apPOL inh = -3

> O=C(Nc1ccc(F)cc1)N1CC2CN(S(=O)(=O)c3ccccc3)CC(C1)O2
  mHTT CaM bind = 5
  Pf apPOL inh = 1

Not all compounds are listed. The share of hits here may be higher or lower than overall.
